Rab2A wt mod: changes GTP binding to wildtype dog Rab2A, up or down | GST-Rab2 wt beads, Bodipy-GTP binding, flow cytometry | AID 760 | GTP binding activity, % at 10 µM | P61105 | hit rate 0.19% among 190,000;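 active means GTP binding activity at least 20 points away from 100%, either lowered or raised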;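 further: 0% = beads with excess unlabeled GTP and 100% = no-compound control corrected for plate trend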
Mcl1 Bid PPI: disrupts binding of human Mcl-1 to Bid peptide | Q07820 | TR-FRET Mcl-1/Bid-Dy647 peptide binding, 1536-well | inhibition, % at 21.7 µM | hit rate 0.97% among 220,000 | AID 1021;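 active means compounds that cut the binding signal by more than half at the single screening dose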;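 further: His-tagged Mcl-1 with europium anti-His antibody binding Bid BH3 peptide; 0% = Mcl-1 plus peptide wells and 100% = peptide-only wells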
Target sequence (Q07820 whole entry, looked up): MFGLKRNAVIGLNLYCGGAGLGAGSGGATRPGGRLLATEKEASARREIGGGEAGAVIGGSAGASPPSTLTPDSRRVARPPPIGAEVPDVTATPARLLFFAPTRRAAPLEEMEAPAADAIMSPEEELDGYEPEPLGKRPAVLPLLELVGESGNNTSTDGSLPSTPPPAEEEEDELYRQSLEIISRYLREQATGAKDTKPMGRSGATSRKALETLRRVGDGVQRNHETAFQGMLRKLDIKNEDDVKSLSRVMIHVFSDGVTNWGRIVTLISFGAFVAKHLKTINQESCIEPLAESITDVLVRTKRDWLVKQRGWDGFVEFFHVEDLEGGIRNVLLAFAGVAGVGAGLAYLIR
Bim-Mcl-1: human Bim-Mcl-1 interaction inhibition. Q07820. Bead-based flow cytometry, Bim peptide-Mcl-1 binding. inhibition, % at 10 µM. hit rate 0.1% among 190,000. AID 1009; in the data active means inhibition above about 40%;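 further: 0% = no compound tracer wells and 100% = peptide blocker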
Cdc42 wt: modulators (inhibitors or activators) of GTP binding to human Cdc42 wildtype; P60953; GST-Cdc42 beads, Bodipy-GTP binding, flow cytometry; actives lie on both sides; percent activity (GTP binding), % at 10 µM; hit rate 0.2% among 190,000;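 active means percent activity GTP binding at least 20 points away from the 100% baseline, either down as inhibitor or up as activator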;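 further: median bead fluorescence of bound Bodipy-FL-GTP at 100 nM; 0% = excess unlabeled GTP control and 100% = no compound control; below 100% means less GTP binding so inhibitor and above means activator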
Target sequence (P60953 whole entry, looked up): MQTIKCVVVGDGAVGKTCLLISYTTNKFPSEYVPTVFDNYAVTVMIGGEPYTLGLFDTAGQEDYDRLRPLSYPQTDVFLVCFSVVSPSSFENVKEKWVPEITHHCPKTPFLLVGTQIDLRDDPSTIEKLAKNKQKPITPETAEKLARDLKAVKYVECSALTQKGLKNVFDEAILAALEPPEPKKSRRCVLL
Pf gamet viab: inhibitors of late stage P. falciparum gametocyte viability. P. falciparum stage V gametocytes, ATP luminescence, 24 h. inhibition, % at 10.9 µM. hit rate 0.065% among 150,000;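 active means inhibition above the mean plus 3 SD of compounds within the control limits, set per campaign, cut at about 38% in these data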;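 further: 0% = DMSO wells and 100% = medium only without gametocytes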
Rac1 mut GTP: modulators of GTP binding to human Rac1 activated mutant | P63000 | GST-Rac1 activated beads, fluorescent GTP binding, flow cytometry; actives lie on both sides; 100% means binding = to untreated wells | percent activity (GTP binding), % at 10 µM | hit rate 0.11% among 190,000;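 active means GTP binding at least 20 percentage points away from the 100% baseline, in either direction, so actives lie on both sides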
RGS8-Gao: modulates binding of RGS8 to human Galphao; hit rate 0.34% among 220,000; response (percent of control binding), % at 10 µM; multiplexed bead flow cytometry; actives lie on both sides; P09471; in the data active means response below about 60% or above about 140%; inactive means in between;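 further: Galphao activated as the GDP aluminium fluoride complex binding bead-coupled RGS8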
HRas wt GTP bind: human HRas wildtype GTP binding, change in either direction; hit rate 0.14% among 190,000; GST-Ras wt beads, Bodipy-FL-GTP binding, flow cytometry; actives lie on both sides; P01112; GTP binding activity, % at 10 µM; AID 759;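 active means GTP binding activity at least 20% away from the 100% baseline, either lowered as inhibitor or raised as activator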;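 further: 0% = unlabeled GTP competition control and 100% = no-compound control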
Target sequence (P01112 whole entry, looked up): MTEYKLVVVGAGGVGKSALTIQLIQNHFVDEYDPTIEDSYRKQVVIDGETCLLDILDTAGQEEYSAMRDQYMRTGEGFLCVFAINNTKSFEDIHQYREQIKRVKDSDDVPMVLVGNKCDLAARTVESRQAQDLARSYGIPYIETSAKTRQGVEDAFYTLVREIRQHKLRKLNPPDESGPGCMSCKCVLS
Rac1 wt GTP bind: modulators of human Rac1 wildtype GTP binding | GST-Rac1 beads, fluorescent GTP binding, flow cytometry; actives lie on both sides; 0 = cold GTP competed, 100 = untreated | GTP binding activity (% of control), % at 10 µM | P63000 | hit rate 0.27% among 190,000;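 active means GTP binding activity at least 20 points away from the 100% control level, either lower or higher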
Mcl1 Noxa PPI: disrupts binding of human Mcl-1 to Noxa peptide | Q07820 | TR-FRET Mcl-1/Noxa peptide binding, 2 h | inhibition, % at 21.7 µM | hit rate 1.5% among 220,000;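 active means compounds that cut the protein-peptide binding signal by more than 50% relative to plate controls in a single-dose test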;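 further: His-tagged Mcl-1 with rhodamine Noxa BH3 peptide and terbium anti-His antibody; 0% = Mcl-1 plus Noxa peptide wells and 100% = peptide-only wells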
Rab7 wt GTP bind: modulators of GTP binding to dog Rab7 wildtype GTPase. GST-Rab7 beads, fluorescent GTP binding, flow cytometry; actives lie on both sides; untreated = 100%, excess cold GTP = 0%. GTP binding activity (percent of control), % at 10 µM. hit rate 0.055% among 190,000;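 active means fluorescent GTP binding to Rab7 beads changed by at least 20 points from the 100% baseline, either direction, mostly lower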;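 further: median green fluorescence of bound Bodipy-FL-GTP per Rab7 bead population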
* = called active by the depositor; x = no result given.

SMILES	Rab2A wt mod	Mcl1 Bid PPI	Bim-Mcl-1	Cdc42 wt	Pf gamet viab	Rac1 mut GTP	RGS8-Gao	HRas wt GTP bind	Rac1 wt GTP bind	Mcl1 Noxa PPI	Rab7 wt GTP bind
CC(C)N(CCO)C(=O)CCc1nnc(Cc2cccc(C(F)(F)F)c2)o1	99	11	0	98	6	98	99	101	102	7	102
Cc1ccc(-c2cc(C(F)(F)F)n3ncc(C(=O)N4CCCc5ccccc54)c3n2)cc1	101	-4	3	102	-21	100	102	103	105	4	104
C/C(=N\NC(=O)C1CCCN(S(=O)(=O)c2ccccc2)C1)c1cccnc1 (stereo unspecified)	94	-17	0	95	x	95	87	97	96	-10	93
CCCc1nc(Cl)c(C#N)c2c1CCCC2	100	13	-5	102	-6	99	96	99	104	-5	99
O=C(Nc1ccccc1N1CCCCC1)c1ccccc1F	103	-5	0	100	11	101	91	102	105	-9	99
CCOc1ccc(S(=O)(=O)N2CCN(C(=O)c3cccn3C)CC2)cc1	96	-33	-1	98	-36	94	95	96	96	-2	99
O=[N+]([O-])c1cccc(/C=C2\CCC(/C=N/Nc3ccc4ccccc4n3)=C2N2CCOCC2)c1	100	-4	0	99	6	97	98	101	104	20	102
Cc1cc(C)n(CC(=O)N2c3ccccc3Sc3ccccc32)n1	97	-13	-2	99	x	96	100	97	98	2	94
COc1ccc(NC(=O)COC(=O)Cc2c[nH]c3ccccc23)cc1OC	96	-18	0	98	-10	97	100	99	99	10	100
CCc1ccccc1NC(=O)COc1ccc(C(=S)N2CCCC2)cc1	95	-48	0	97	-10	95	106	92	96	-3	89
Cc1nc(-c2coc3c(CN(C)C)c(O)ccc3c2=O)cs1	99	14	2	104	-8	97	109	100	98	8	98
COc1ccc(OC)c(-n2nnnc2SCC(=O)NCCc2ccccc2)c1	99	-32	-1	107	x	102	101	103	104	1	101
CCc1nnc(NS(=O)(=O)c2ccc(N/C=C\C(=O)c3cccc(OC)c3)cc2)s1	92	-10	0	89	2	93	97	92	93	19	96
Cc1ccccc1OCCN(C#N)c1nc(N(C)C)nc(N(C)C)n1	101	1	3	106	6	98	105	103	104	8	104
N#Cc1c(NC(=O)CSc2n[nH]c(Cc3ccccc3)n2)oc(-c2ccccc2)c1-c1ccccc1	101	-90	-2	96	4	98	96	101	99	-30	100
Cc1ccc(OCc2ccoc2C(=O)O)cc1C	111	-23	0	110	x	111	95	109	118	18	110
Cc1cc(C)n(-c2ccc(C(=O)Nc3cccc(S(=O)(=O)N4CCCC4)c3)cc2)n1	96	4	3	96	x	95	102	95	96	11	105
COc1cccc(C(=O)NC(=S)Nc2ccc3oc(=O)ccc3c2)c1	100	17	1	99	x	99	88	97	99	5	97
C/C(=N\O)c1ccccc1C(=O)O	98	-3	0	101	-3	103	100	100	104	8	98
CC(=O)c1cccc(N=Nc2c(-c3ccccc3)[nH]n(-c3ccccc3)c2=O)c1	97	-17	2	98	-44	96	95	97	97	15	98
Cc1cccc(-c2nnc(SCc3nc4ccccc4[nH]3)n2Cc2ccco2)c1	102	-27	-3	103	x	101	99	102	107	14	102
CCCOc1ccccc1C1NC(=O)NC(C)=C1C(=O)OCCOCC (stereo unspecified)	99	-10	0	103	x	98	107	102	100	5	99
O=C(Nc1nc(C2C3CC4CC(C3)CC2C4)cs1)c1cc2cc([N+](=O)[O-])ccc2oc1=O (stereo unspecified)	100	-8	-3	103	x	97	103	101	100	46	100
COc1cc2c(cc1NC(=O)Nc1ccc(C)cc1)oc1ccccc12	100	-7	0	102	x	101	99	101	103	18	98
O=C(O)c1ccc2c(=O)[nH]c(CCl)nc2c1	97	6	-5	97	-24	95	102	96	95	30	100
SMILES	Rab2A wt mod	Mcl1 Bid PPI	Bim-Mcl-1	Cdc42 wt	Pf gamet viab	Rac1 mut GTP	RGS8-Gao	HRas wt GTP bind	Rac1 wt GTP bind	Mcl1 Noxa PPI	Rab7 wt GTP bind
Cc1ccc(NC(=S)NNc2ncc(C(F)(F)F)cc2Cl)cc1	93	-82	-3	96	20	95	104	93	97	-37	96
Cc1ccc(CSCCNS(C)(=O)=O)cc1	103	-12	-3	106	x	102	82	103	111	3	104
Cn1c(=O)c2c(ncn2CC(=O)OCC(=O)Nc2ccccc2)n(C)c1=O	98	2	0	94	-4	93	100	94	92	3	101
COCCOC(=O)/C=C1/NC(=O)CS1	109	-27	-1	109	x	105	94	109	108	2	100
COc1ccc(S(=O)(=O)N2CCC(N3CCN(Cc4ccccc4)CC3)CC2)cc1	98	-15	-1	97	3	97	102	99	101	30	97
O=C(CCN1CCN(c2ccccc2F)CC1)Nc1ccccc1F	95	-8	-1	99	-19	97	107	96	98	5	91
Cc1ccc(NC(=O)CCC(=O)c2ccc(F)cc2)cc1Cl	100	-24	-5	99	x	96	104	99	102	8	100
COc1ccc(CCCc2nnc(SCC(=O)Nc3ccc(OC)cc3)o2)cc1	99	2	-1	101	24	94	103	96	99	39	89
CC(c1ccco1)N(C(=O)c1cccs1)c1ccccn1 (stereo unspecified)	101	-2	0	101	x	99	99	101	102	9	102
CCCCN(C(=O)c1ccc2c(c1)OCO2)c1ccccc1	93	-18	0	92	1	93	97	93	92	4	94
COc1cccc(C(=O)Nc2cccc(-c3ccc4nncn4n3)c2)c1OC	91	1	0	94	22	91	101	92	87	16	93
CC(C(=O)OCc1nnc(-c2ccccc2)o1)N1C(=O)C2CCCCC2C1=O (stereo unspecified)	101	-13	-3	100	x	101	94	100	103	5	103
O=C(O)c1ccc(-n2nnnc2Oc2ccccc2C(=O)N2CCOCC2)cc1	109	-9	0	108	x	102	97	108	104	15	103
CCSCCc1nnc(NC(=O)Nc2cccc(C(F)(F)F)c2)s1	99	0	-1	105	-4	101	103	101	105	6	98
CCN(CC)C(=O)n1cnc(-c2ccccc2)c1-c1ccccc1	99	2	-3	100	20	98	103	98	102	-3	101
O=C(CSc1nnc(-c2ccccc2)n1C1CCCCC1)N1CCCC1	99	-11	1	102	x	102	103	101	104	22	101
O=C(c1cnn2ccccc12)N(Cc1ccco1)C1CCCC1	102	-27	0	100	x	103	98	105	110	-3	104
O=C(C1=C[C@H](c2ccccc2)C[C@H](OCCCCO)O1)N1CCN(Cc2ccc3c(c2)OCO3)CC1	97	-5	0	94	-33	96	107	97	97	-26	100
O=C(Nc1ccc(CSc2ccccc2)cc1)c1ccccc1	95	-11	-1	96	8	93	99	94	96	7	95
N#Cc1ccc2ccn(CC(=O)NCc3ccco3)c2c1	103	-2	4	104	x	101	96	103	106	5	100
O=C(Nc1ccccn1)C1COc2ccccc2O1 (stereo unspecified)	100	-13	11	102	20	100	100	103	106	-13	101
O=C(NCCS(=O)c1ccc(Cl)cc1)c1cccc(Cl)c1 (stereo unspecified)	101	2	-3	102	x	97	100	101	102	0	105
CCOC(=O)C(NC(=O)NCc1ccccc1)(OCC)C(F)(F)F (stereo unspecified)	101	-7	-3	103	-1	101	98	101	106	19	103
Cc1sc2nc(C(C)(C)C)oc(=O)c2c1C	94	1	-1	96	x	95	99	96	93	11	93
CC(C)n1c(N2CCN(C(=O)Nc3ccc(F)cc3F)CC2)nc2ccccc21	96	-13	-4	100	-19	98	107	97	100	8	96
SMILES	Rab2A wt mod	Mcl1 Bid PPI	Bim-Mcl-1	Cdc42 wt	Pf gamet viab	Rac1 mut GTP	RGS8-Gao	HRas wt GTP bind	Rac1 wt GTP bind	Mcl1 Noxa PPI	Rab7 wt GTP bind
CCOC(=O)c1cnc2ccc(C(=O)OC)cc2c1NCCN1CCOCC1	102	-2	-4	98	-4	101	104	100	103	27	98
COc1ccc(Cl)cc1NC(=S)NNC(=O)c1cccs1	94	-51	-1	94	8	90	107	92	93	18	94
Cc1ccccc1N(C(=O)Cc1cccs1)C(C(=O)NC1CCCCC1)c1cn(C)nc1C (stereo unspecified)	100	-15	-1	100	-7	102	101	102	101	2	102
CCCOc1cccc(C(=O)NC(=S)Nc2ccc(N3CCN(C)CC3)cc2)c1	95	-27	0	101	-10	96	100	98	97	29	98
O=C(Nc1cccc2ncccc12)c1ccc(-c2ccc(Cl)cc2Cl)o1	101	-4	-3	101	20	100	104	102	103	22	100
CCC(=O)NC(=S)NNC(=O)c1ccc([N+](=O)[O-])cc1	96	-114	-3	98	-14	97	96	99	100	-77	97
Cc1cc(C)cc(NC(=O)CN(C)S(=O)(=O)c2cccc3nsnc23)c1	103	-8	-1	100	x	96	107	104	102	7	103
COc1cccc(/C=N/Nc2cc(-n3nc(C)cc3-c3ccccc3)ncn2)c1O	101	4	-10	106	x	102	99	101	104	14	100
c1ccc(CN2CCC(N=C3NN=C(c4ccc5c(c4)OCCO5)CS3)CC2)cc1	104	-34	2	105	5	99	97	100	101	-19	108
O=C(NC1CC1)c1ccc(-n2cccc2)cc1	97	-31	0	95	9	94	96	97	99	12	104
CCNC(=O)CC1S/C(=N/N=C(\C)c2ccccc2)NC1=O (stereo unspecified)	96	-27	-1	95	16	94	102	92	95	1	91
CC(C(=O)N1CCN(C2c3ccccc3-c3ccccc32)CC1)N1C(=O)c2ccccc2C1=O (stereo unspecified)	95	13	-4	87	-1	95	100	97	96	-11	102
CCOC(=O)N1CCC(Nc2c(Nc3cccc(CC)c3)c(=O)c2=O)CC1	97	-16	-5	102	x	100	102	98	102	18	98
CCOC(=O)N1CCN(C(=O)COc2ccccc2[N+](=O)[O-])CC1	99	-11	0	98	-3	97	94	99	98	3	99
CC12CN(Cc3ccccc3)CC(C)(CN(Cc3ccccc3)C1)C2=NO	101	3	-2	105	x	102	104	104	107	-12	102
O=C(Cn1cnc([N+](=O)[O-])n1)N/N=C/c1ccc(O)cc1O	99	-45	-2	99	21	99	86	98	102	-2	101
CC(C)(C)NC(=O)c1ccnc(C(C)(C)C)c1	101	0	0	101	-4	100	100	99	101	-1	98
CCCCCOc1ccc(C(=O)NCC2(c3ccccc3)CCOCC2)cc1	109	-32	-3	107	11	102	89	106	104	-26	100
CCc1nc(NCCCN2CCOCC2)c2oc3ccccc3c2n1	97	18	0	98	x	98	101	98	100	6	97
NC(=O)c1cc[n+](CC2=C(C(=O)O)N3C(=O)[C@@H](NC(=O)C(c4ccccc4)S(=O)(=O)[O-])[C@H]3SC2)cc1 (stereo partly specified)	101	-14	-4	101	x	100	103	99	101	-5	102
O=C(CCn1c(=O)oc2ccccc21)Nc1ccon1	102	-2	x	104	x	98	98	102	104	3	102
COc1cc(S(=O)(=O)NCc2cccnc2)ccc1F	99	-23	1	103	10	101	100	99	105	-2	96
CCn1ccnc1CN1CCCC(C(=O)c2ccc3c4c(cccc24)CC3)C1 (stereo unspecified)	93	-15	-6	91	7	92	103	95	91	-10	99

The order is random, and some 2.9% of all compounds hit somewhere here.
